Akt phos inh – Akt phosphorylation inhibition; activity change, % for hits at 50 µM; 360,000 tested, 0.32% active; AID 651550; Neuro2A IGF-stimulated pAkt S473 HTRF, 20 min; hits give low values; in the data active = activity change below about -80%; inconclusive = mostly about -51% to -80%; also: % is scaled to controls: 0 for no effect and ±100 for the full control effect
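Single-point screen (50 µM final compound) in Neuro2A cells stimulated 20 min with 6 nM IGF at 37 deg C. After lysis, Ser473-phosphorylated Akt read by HTRF (ex 330 nm, em 615/665 nm) as the 665/615 ratio.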
A549 viability – A549 cytotoxicity, counter-screen for Nrf2 inhibitors; A549 ARE-Fluc cells, CellTiter-Fluor viability, 18-24 h; Potency, µM (top dose mostly 46 µM), for inactives: at the top dose activity change, negative = cytotoxicity, hits mostly inhibitors; 390,000 tested, 0.16% active; AID 504648; also: potency is read from the fitted curve at half-maximal effect; % is scaled to controls: 0 for no effect and ±100 for the full control effect
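Cytotoxicity counterscreen: CellTiter-Fluor fluorescence was measured in A549 ARE_Fluc cells after 18-24 h of compound exposure in a concentration series. The subsequent BugLite luminescent read reports ARE-luciferase activity.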
Nrf2 activator – Nrf2 pathway activation; Potency, µM (top dose mostly 46.1 µM), without a hit: top-dose activation, hits mostly activators; 410,000 tested, 0.31% active; AREc32 ARE-luciferase reporter (MCF7-derived line), luminescence, 24 h; also: potency is read from the fitted curve at half-maximal effect; % of control where 0% means no effect; nearly all actives have a fitted effect of over 65% in size
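Cells of the AREc32 ARE-luciferase line are plated in OPTI-MEM containing 5% FBS and left overnight at 37 deg C. Compounds are pinned in, incubation continues 24 hr, and firefly luciferase signal is then measured.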
TGFb inhibitor – blocks TGF-b signaling. HepG2 CAGA-GFP TGF-b/SMAD3 reporter, GFP fluorescence, 18 h; TGF-beta stimulated, 500 pg/mL final. Potency, µM (top dose mostly 46.1 µM), inactives show at the highest dose activity, negative = inhibition, most hits filed as inhibitors. 410,000 tested, 1.2% active. AID 588855; also: potency is read from the fitted curve at half-maximal effect; % is scaled to controls: 0 for no effect and ±100 for the full control effect; nearly all actives have a fitted effect of over 65% in size
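Inhibition was scored as loss of TGF-beta-induced (500 pg/mL final, 18 hours, 37 degrees C) GFP in HEPG2 cells carrying a CAGA-GFP reporter, in DMEM with 1% FBS. Well GFP was summed per cell; Activity was normalised to unstimulated and stimulated DMSO wells, then concentration-response fitting.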
Nrf2 inh – blocks Nrf2 signaling; A549 ARE-Fluc reporter, luciferase luminescence, 18-24 h; AID 504444; 360,000 tested, 2.1% active; Potency, µM (doses to about 46 µM), for inactives: top-dose activity change, negative = inhibition, most hits filed as inhibitors; also: potency is read from the fitted curve at half-maximal effect; % is scaled to controls: 0 for no effect and ±100 for the full control effect; nearly all actives have a fitted effect of over 60% in size
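Concentration-response testing used A549 ARE_Fluc cells at 5000 cells/well. Following an 18-24 h compound incubation, viability was read by fluorescence (Ex 405/Em 525) and luciferase output by luminescence.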
HepG2 tox – kills HepG2 cells in TGF-b inhibitor counter-screen | HepG2 CAGA-GFP viability, ATP luminescence, 18 h | Potency, µM (highest dose often 46.1 µM), for the others: at the top dose activity change, negative = cytotoxicity, actives largely listed as cytotoxic | 410,000 tested, 0.76% active | AID 588856; also: potency is read from the fitted curve at half-maximal effect; some results filed as inactive show a strong effect at the top dose
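HepG2 CAGA-GFP cells (1000/well, DMEM with 1% FBS) received compound, then TGF-beta at 500 pg/mL final, and were incubated 18 hours at 37 degrees C. Viability was read by CellTiter-Glo luminescence. Media-only wells were set as complete cell-killing and DMSO as no toxicity.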
MmCpn inh – M. maripaludis TRiC chaperonin inhibition. Potency, µM (titrated, usually from 76.9 µM), for the others: at the top dose activity, negative = inhibition, usual class: inhibitors. purified Mm-Cpn ATPase, ADP Transcreener TR-FRET. 330,000 tested, 0.031% active; also: potency is read from the fitted curve at half-maximal effect; % is scaled to controls: 0 for no effect and ±100 for the full control effect; nearly all actives have a fitted effect of over 80% in size
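Quantitative HTS used 25 nM Mm-CPN and 10 uM ATP in magnesium/KCl Tris buffer, pH 7.4, with 1 mM DTT. Hydrolysis ran 30 min at 37°C; ADP was read by HTRF.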
ATXN viability – reduces viability in counter-screen for ATXN expression inhibitors; 400,000 tested, 0.49% active; Potency, µM (series often up to 56.7 µM), most hits filed as cytotoxic; S2 cells (HEK-293 line with an ATXN2-luciferase reporter) viability, CellTiter-Fluor protease fluorescence, 24 h; also: potency is read from the fitted curve at half-maximal effect; nearly all actives have a fitted effect of over 40% in size
CCT modulator – cytosolic chaperonin activity modulation | purified chaperonin ATPase assay, HTRF ADP detection, 30 min | activity change, % (concentration not given with the values), hits read low | 360,000 tested, 0.3% active; in the data active = activity change below about -30%; also: % is scaled to controls: 0 for no effect and ±100 for the full control effect
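ATPase activity: ADP formed was measured by HTRF Transcreener (665/615 nm ratio) after 30 min at 37 deg C with 10 uM ATP. Compounds screened at one 76 uM concentration against 40 or 20 nM TRiC in Tris pH 7.4/KCl/MgCl2/DTT buffer.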
Active calls of the source: *; i = inactive; ? = inconclusive; nt = no result given; & = joins results of further samples; [ ] = dose if it differs, or a comment. Unless noted, calls follow the shape of the dose curve; as a rule, active = well fitted curve in the direction sought with a large enough effect; inconclusive = small, poorly fitted or top-dose-only effect, or another doubt; inactive = no such curve, though single readings can be large; an effect the other way counts as inactive or inconclusive.

Screens in order: Akt phos inh	A549 viability	Nrf2 activator	TGFb inhibitor	Nrf2 inh	HepG2 tox	MmCpn inh	ATXN viability	CCT modulator
CN1C(=O)[C@H]2[C@@H](/C=C/c3ccccc3)N3C(=O)CN(Cc4ccccn4)C(=O)[C@@]3(C)[C@H]2C1=O
    i	-1.6%	-0.6%	?	2.0%	-50.1%	-0.9%	i	-0.2
COc1cccc(OC)c1C(=O)Nc1cc(Cl)ccc1N1CCOCC1
    i	2.1%	0.5%	13.2%	-13.1%	-11.4%	-1.3%	i	1.7
Cc1nc(N)c(C#N)c(-c2ccc3c(c2)OCO3)c1C
    i	-3.8%	-0.2%	2.6%	-3.4%	9.9%	-1.2%	i	-0.1
Cc1ccc(C)c(Cn2c(C(=O)OC(C)C)cc3c2ccn3C)c1
    i	-1.4%	0.1%	-23.4%	-17.9%	-26.5%	-2.5%	i	-1.8
CCCS(=O)(=O)NC(=O)C1(C)CCN(C(=O)c2cc(C)nn2C(C)(C)C)C1 (stereo unspecified)
    i	nt	0.1%	2.4%	nt	-3.6%	nt	i	-2.4
Cc1c(CNC(=O)c2nn3c(c2Cl)NC(c2ccccc2)CC3C(F)(F)F)cnn1C (stereo unspecified)
    nt	-20.9%	-0.1%	-1.9%	?	-24.7%	-0.1%	i	-0.3
c1ccc(CN2CCOCCOCCOCC2)cc1
    i	-0.4%	-0.5%	15.2%	0.0%	12.5%	-1.3%	i	-2.0
O=C(O)COc1c(-c2ccc(Cl)cc2)oc2ccccc2c1=O
    i	1.7%	10.2%	1.8%	-17.9%	-16.5%	2.3%	i	-3.0
COc1ccc(Cl)cc1S(=O)(=O)Nc1noc2ccccc12
    i	3.1%	-0.2%	-4.5%	-18.4%	-5.2%	-0.2%	i	0.1
COC(=O)c1ccccc1C(=O)N1CCC(CCC(=O)NC2CC2)CC1
    i	-2.4%	-2.1%	-9.9%	-4.8%	-0.2%	0.5%	i	-2.4
O=C1S/C(=C\c2ccc(N3CCOCC3)o2)C(=O)N1Cc1ccc(F)cc1
    i	7.5%	0.3%	-6.3%	-19.6%	-18.1%	-0.9%	i	-0.7
O=C1NC[C@H](Cc2ccccc2)N(CC2CCN(CCc3ccccc3)CC2)C1=O
    i	12.2%	0.1%	-9.4%	-3.0%	-1.1%	nt	i	-2.0
Cc1ccc(NC(=O)CN(C)S(=O)(=O)c2ccc3[nH]c(=O)oc3c2)c(C)c1
    i	1.2%	-0.1%	-4.8%	9.9%	-13.3%	3.5%	i	-0.4
CCn1c(=O)c([N+](=O)[O-])c(Cl)c2ccccc21
    i	-7.8%	9.6%	?	?	-57.0%	-1.1%	35.5µM*	1.3
COC(=O)c1ccccc1NC(=O)CSc1nnnn1C1CCCCC1
    i	1.0%	-0.1%	-2.0%	-0.5%	-26.6%	-4.5%	i	0.1
Cc1cc(NC(=O)CSc2nnc(N)s2)c([N+](=O)[O-])cc1C
    i	-16.4%	0.0%	-3.8%	?	5.3%	-3.8%	i	-3.3
Cc1nn(-c2ccccn2)c2c1C(c1ccccc1Cl)C1=C(N2)c2ccccc2C1=O (stereo unspecified)
    i	-4.5%	0.4%	-4.2%	-3.1%	-0.9%	-1.5%	2.24µM*	-0.6
CNC(=O)C1CCN(c2nc3ccccc3nc2C(F)(F)F)CC1
    nt	-14.8%	0.3%	?	-12.1%	-21.0%	nt	i	nt
CCn1cc(-c2cc(C(F)(F)F)n3nc(C(=O)O)cc3n2)c(C)n1
    -111.9%*	-0.8%	-0.4%	-0.8%	14.4%	-6.0%	0.0%	i	-0.7
CCOc1cc(-c2noc(CCC(=O)Nc3cccnc3)n2)ccc1OC
    i	-5.6%	-0.4%	0.0%	?	0.9%	0.7%	i	-2.2
CCC(C)(C)NC(=O)/C=C/c1cc(OC)c(OC)c(S(=O)(=O)N2CCc3ccccc32)c1
    i	-0.2%	2.9%	1.5%	0.4%	-0.1%	2.8%	i	0.8
CN(C(=O)CSc1nc(-c2ccccc2)no1)c1ccc(F)cc1
    nt	8.0%	9.2%	-12.8%	26.7%	1.1%	nt	i	nt
C[C@@]12C(=O)N(c3cccc(Cl)c3)C(=O)N1[C@H](c1ccc(Cl)cc1)[C@@H]1C(=O)N(C3CCCCC3)C(=O)[C@@H]12
    i	?	5.2%	?	?	-26.4%	1.1%	i	-0.4
COc1ccc(N(CC(=O)NCCc2ccc(Cl)cc2)S(=O)(=O)c2c(C)nn(C)c2C)cc1
    nt	0.6%	4.4%	?	-4.9%	-34.0%	nt	?	nt
COc1ccc(N2C(=O)CC(Sc3n[nH]c(-c4ccc(C)cc4)n3)C2=O)cc1 (stereo unspecified)
    i	-0.3%	3.9%	0.0%	1.1%	-3.1%	-1.1%	i	1.3
CCN(CC)C(=O)CN(c1cccc(OC)c1)S(=O)(=O)c1ccc(C)cc1
    i	0.7%	0.4%	-7.9%	10.6%	-37.4%	1.4%	i	1.2
O=C(COc1ccc2c(c1)OCO2)Nc1ccccc1C(F)(F)F
    i	0.8%	3.7%	-12.6%	?	-14.8%	-1.2%	i	-2.0
CCCCCC(=O)c1c(C)[nH]c(C(=O)OCC)c1C
    i	4.7%	4.2%	-2.0%	2.4%	11.9%	2.3%	i	1.0
CN1CCN(C(CNS(=O)(=O)c2ccc(Cl)cc2)c2cccnc2)CC1 (stereo unspecified)
    i	0.3%	-0.5%	-15.3%	6.0%	3.2%	0.5%	i	0.7
CCOC(=O)c1cccnc1SC(CC)C(=O)N1CCOCC1 (stereo unspecified)
    nt	0.4%	-0.7%	-0.7%	nt	-14.2%	0.8%	i	-2.3
Cc1cc(C(=O)C(=O)N(C)C)c(C)n1-c1ccc(Cl)c(Cl)c1
    i	7.0%	2.7%	?	?	-6.4%	0.0%	i	-3.4
COC(=O)[C@@]12CCCCN1[C@H](c1ccc(-c3ccc(F)cc3)cc1)[C@H]1C(=O)N(C)C(=O)[C@H]12
    i	-6.1%	-0.8%	-3.7%	?	-22.6%	1.2%	?	-1.5
CC(NC(=O)CN1CCC(C(N)=O)CC1)c1ccccc1 (stereo unspecified)
    i	-1.6%	-0.1%	1.8%	2.4%	4.4%	1.6%	i	-1.7
Cc1ccc(-n2nnc3c(=O)n(CC(N)=O)cnc32)cc1
    i	-1.1%	-0.1%	-5.8%	-5.9%	9.2%	-0.6%	i	0.8
Cc1cccc(N2CC(C(=O)Nc3ccc(S(=O)(=O)N4CCCCC4)cc3)CC2=O)c1C (stereo unspecified)
    i	-2.6%	0.7%	0.8%	?	6.5%	-5.8%	i	0.9
CCOc1ccc(/C=N/NC(=O)c2cc3c(OC)cc(OC)cc3[nH]2)cc1OC
    i	-8.8%	0.1%	3.5%	?	-35.2%	1.8%	i	-1.2
O=C(Nc1cccc(F)c1)N1CCC(n2c(=O)[nH]c3ccccc32)CC1
    i	2.0%	0.0%	1.2%	-15.3%	-7.8%	-0.2%	i	0.3
COc1cc(/C=N/NS(=O)(=O)c2ccccc2)c(OC)c(OC)c1
    i	0.7%	0.5%	-3.9%	-39.5%	0.8%	1.4%	i	-4.1
COC(=O)c1cc2occc2n1CC(=O)Nc1cccc(SC)c1
    nt	-15.7%	0.6%	114.9%[activator]	-11.6%	78.0%	nt	i	nt
CCN(c1ccccc1)S(=O)(=O)c1ccc(Cl)c(NC(=O)COC(=O)c2ccc[n+]([O-])c2)c1
    i	-0.2%	0.4%	13.4%	-1.2%	0.1%	3.5%	i	2.2
CS/C(=C\C(=O)c1ccco1)Nc1ccccc1Cl
    i	-6.9%	?	-18.8%	15.2%	23.0%	-0.7%	?	-1.4
CC(C)CCNC(=O)c1cccc(C(=O)NCCC(C)C)c1
    i	-0.8%	-0.4%	0.0%	-10.0%	2.5%	0.9%	?	-1.2
COc1cc(-c2nnc(CSc3nnc(Nc4ccc(C(C)C)cc4)s3)o2)cc(OC)c1OC
    i	?	3.7%	?	-27.4%	-36.8%	0.8%	?	1.1
CN1CCN(Cc2cn[nH]c2-c2ccc(F)cc2F)[C@@H](c2ccccc2)C1
    i	2.2%	2.2%	0.0%	1.8%	9.0%	-0.4%	i	-2.7
CCn1c(=O)cc(OCC(=O)N2CCN(c3ccc(F)cc3)CC2)c2ccccc21
    i	-1.3%&-0.9%	0.3%&12.3%	?	?	-11.0%&-29.6%	-1.1%	i	0.3
Cc1cc(C)c(S(=O)(=O)NCc2cccnc2)cc1C
    i	3.3%	-0.3%	-8.5%	4.9%	-4.2%	-2.7%	i	1.3
CC(C)C(C)NC(=O)CN1C(=O)NC2(CCc3ccccc3C2)C1=O (stereo unspecified)
    i	-1.3%	0.2%	13.0%	-0.1%	1.4%	-0.9%	i	-9.5
Fc1ccccc1-n1ncc2c1ncn1nc(COc3ccc(Cl)cc3)nc21
    nt	0.5%	-0.3%	nt	11.9%	5.6%	nt	nt	nt
COc1cccc(NC(=O)CSc2nnc3ccc(-c4ccncc4)nn23)c1
    i	-10.2%	0.4%	-2.5%	-23.3%	-19.9%	-0.2%	i	-4.5
CC(=O)c1ccc2c3c(cc(C)c2c1)CCCC3
    i	2.2%	0.6%	-20.5%	-2.6%	-6.6%	nt	i	-2.2
COC(=O)c1ccc(OC(=O)C2CC(=O)N(c3ccc(C)cc3C)C2)cc1 (stereo unspecified)
    i	9.7%	-0.1%	-11.1%	8.1%	-9.2%	2.4%	i	-1.7
CCOC(=O)c1c(S(=O)(=O)N2CCC(C(=O)Nc3ccc(C)cn3)CC2)c(C)n(C)c1C
    nt	0.9%	0.3%	18.1%	nt	3.7%	nt	i	nt
C/C(=N\NC(=O)Cn1nc(C)c([N+](=O)[O-])c1C)c1ccc(Cl)s1
    i	-9.0%	4.0%	3.9%	-19.6%	-6.8%	0.0%	i	0.3

Assay outcomes deposited in PubChem BioAssay by National Center for Advancing Translational Sciences (NCATS).

Outcome played no part in choosing rows; about 4.4% have a hit in one of these screens.
